CD11b adhes enh: CD11b/CD18-fibrinogen binding enhancement | P05107+P11215 | activation, % at 10 µM | K562 CD11b/CD18 adhesion to fibrinogen, ATPlite luminescence | 93,000 tested, 0.07% active;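 active = 10 µM primary screen giving 50% or more activity, confirmed by 40% or more on retest at that dose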; also: strong numbers were not always called active; reference of the scale not given here
Target sequence (P05107 whole entry, looked up, other chains not shown): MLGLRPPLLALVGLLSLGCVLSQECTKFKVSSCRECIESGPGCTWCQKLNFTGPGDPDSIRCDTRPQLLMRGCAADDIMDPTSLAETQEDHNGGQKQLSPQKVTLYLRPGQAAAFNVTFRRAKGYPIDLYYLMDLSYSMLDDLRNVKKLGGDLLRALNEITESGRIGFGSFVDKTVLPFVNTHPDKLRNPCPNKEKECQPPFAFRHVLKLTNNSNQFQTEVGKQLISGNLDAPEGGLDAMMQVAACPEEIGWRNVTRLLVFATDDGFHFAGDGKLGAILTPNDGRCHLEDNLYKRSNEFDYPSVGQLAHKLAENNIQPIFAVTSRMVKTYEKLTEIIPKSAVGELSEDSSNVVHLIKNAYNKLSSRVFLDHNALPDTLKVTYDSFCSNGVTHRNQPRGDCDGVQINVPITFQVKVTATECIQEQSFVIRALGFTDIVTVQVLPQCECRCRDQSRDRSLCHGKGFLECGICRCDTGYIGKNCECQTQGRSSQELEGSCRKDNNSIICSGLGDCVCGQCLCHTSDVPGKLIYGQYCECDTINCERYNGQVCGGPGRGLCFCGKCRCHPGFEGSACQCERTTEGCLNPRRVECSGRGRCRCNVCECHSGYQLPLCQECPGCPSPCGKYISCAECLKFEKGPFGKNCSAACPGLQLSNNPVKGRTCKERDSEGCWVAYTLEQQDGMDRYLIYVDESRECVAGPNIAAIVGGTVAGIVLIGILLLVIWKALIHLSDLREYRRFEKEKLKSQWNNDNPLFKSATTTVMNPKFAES
The depositor's hits bear a star. Not all compounds are listed; rates above refer to the full screens.

SMILES	CD11b adhes enh
C=CCNc1nnc(Cl)c2ccccc12	4
CCOc1ncccc1C(=O)OCC(=O)Nc1c(C)cccc1C	-2
COc1ccc(OCc2ccc(C(=O)NN)cc2)cc1	-4
COc1ccc(C2CC(c3ccc(Cl)cc3)=NN2C(=O)c2cccc([N+](=O)[O-])c2)cc1 (configuration not stated)	2
CCn1cc([N+](=O)[O-])c(C(=O)Nc2ccn(Cc3ccccc3F)n2)n1	-4
COC(=O)COc1cc(Br)c(/C=C2/SC(=O)N(CC(=O)N3CCCC3)C2=O)cc1OC	1
CCCN(CCC)C1=N/C(=C\c2ccco2)C(=O)N1c1ccccc1	-3
CCNC(=O)COC(=O)/C=C/c1ccccc1[N+](=O)[O-]	-2
O=C1NC(c2ccc(-c3ccccc3[N+](=O)[O-])o2)C(C(=O)c2ccc(F)cc2)C(O)(C(F)(F)F)N1 (configuration not stated)	9
O=C(CN1C(=O)/C(=C/c2ccccc2)SC1=S)Nc1ncc(Cc2ccccc2)s1	-9
O=C(COc1cc(O)c2c(=O)cc(-c3ccccc3)oc2c1)c1ccc(F)cc1	22
C=CCNC(=O)c1ccccc1S(=O)c1ccccc1C#N (configuration not stated)	-5
COc1ccc(/C=N/Nc2nncc3ccccc23)cc1	-10
COc1ccnc(Nc2cccc(C)c2)c1C#N	0
COc1ccccc1/C=C/C=N/NC(=O)CCn1nnc2ccccc21	4
CC(=O)Oc1ccc2ccccc2c1C(NC(=O)Cc1ccccc1)c1ccccc1 (configuration not stated)	-3
COc1ccccc1/C=C/C=N/NC(=O)c1ccc(=O)n(C)c1	1
C1=C(CCNc2ncnc3c2[nH]c2ccccc23)CCCC1	-9
Cc1ccccc1NC(=S)NC(C)CCc1ccccc1 (configuration not stated)	7
C=CCN1C(=O)S/C(=C\c2ccc(N3CCOCC3)cc2C)C1=O	6
CCOC(=O)c1cc(C#N)c(Oc2ccccc2)nc1-c1ccccc1	-1
CC(Sc1ncnc2ccccc12)C(=O)Nc1ccc2c(c1)OCCO2 (configuration not stated)	-2
COc1cc(/C=N/NC(=O)c2sc(N)c(C#N)c2C)cc(Br)c1O	-3
CC1CN(C(=O)COC(=O)[C@@H]2CC(O)CN2S(=O)(=O)c2ccc3c(c2)OCCO3)CC(C)O1 (some centres not stated)	2
COc1cc(/C=N/Nc2ccccc2)ccc1OC(=O)c1cccs1	9
COc1ccc(C(=O)NC(=S)N(CCC(C)C)c2c(N)n(Cc3ccccc3)c(=O)[nH]c2=O)cc1	4
C=CCCc1ccc(C#N)c(SCc2c(C(=O)OCC)c3cc(OC(C)=O)c(Br)cc3n2C)n1	6
O=C(CSCc1ccc(Cl)cc1Cl)Nc1c[nH]c(=O)[nH]c1=O	-5
O=C(Cn1c(=O)n(-c2ccccc2)c(=O)c2oc3ccccc3c21)Nc1ccccc1	65
CCOc1ccc(NC(=O)Cn2cncc2-c2ccc([N+](=O)[O-])cc2)cc1	2

2 entries from above, with the structure last.
CD11b adhes enh	SMILES
4	COc1ccccc1/C=C/C=N/NC(=O)CCn1nnc2ccccc21
-3	CC(=O)Oc1ccc2ccccc2c1C(NC(=O)Cc1ccccc1)c1ccccc1 (configuration not stated)

Carrying on:
SMILES	CD11b adhes enh
CCN(CC(=O)NCc1ccc(F)cc1)C(=O)COc1ccc2ccccc2c1	1
COCCn1ccc(O)c(Cc2ccc(Cl)cc2)c1=O	-2
CCCOc1ccc(C(=O)O/N=C(\CC)c2ccc(C)cc2)cc1	-6
COc1ccc(CCNC(=O)COC(=O)c2ccc(Br)o2)cc1OC	-2
O=C(O)CNC(=S)N(Cc1cccs1)C1CCCCC1	6
O=C1CCCN1CC(O)CS(=O)(=O)c1ccc(Cl)cc1 (configuration not stated)	1
O=C(NC(=S)N(Cc1ccccc1)Cc1ccccc1)C1CCCCC1	-3
Cc1ccc2cccc(N=Cc3c(C)[nH]n(-c4ccccc4)c3=O)c2n1	0
CCc1cc2cccc(C)c2nc1SCC(=O)c1ccc(NC(C)=O)cc1	1
CN(C)c1ccc(/C=C(/C(=O)c2ccc(Cl)cc2Cl)n2cncn2)cc1	-1

Arranged by SMILES length (ascending): some entries from above
SMILES	CD11b adhes enh
Cc1ccccc1NC(=S)NC(C)CCc1ccccc1 (configuration not stated)	7
COCCn1ccc(O)c(Cc2ccc(Cl)cc2)c1=O	-2
C1=C(CCNc2ncnc3c2[nH]c2ccccc23)CCCC1	-9
COc1cc(/C=N/Nc2ccccc2)ccc1OC(=O)c1cccs1	9
CCCOc1ccc(C(=O)O/N=C(\CC)c2ccc(C)cc2)cc1	-6
CC(Sc1ncnc2ccccc12)C(=O)Nc1ccc2c(c1)OCCO2 (configuration not stated)	-2
C=CCN1C(=O)S/C(=C\c2ccc(N3CCOCC3)cc2C)C1=O	6
CCc1cc2cccc(C)c2nc1SCC(=O)c1ccc(NC(C)=O)cc1	1
COc1cc(/C=N/NC(=O)c2sc(N)c(C#N)c2C)cc(Br)c1O	-3
CCN(CC(=O)NCc1ccc(F)cc1)C(=O)COc1ccc2ccccc2c1	1
Cc1ccc2cccc(N=Cc3c(C)[nH]n(-c4ccccc4)c3=O)c2n1	0
CN(C)c1ccc(/C=C(/C(=O)c2ccc(Cl)cc2Cl)n2cncn2)cc1	-1
CCOc1ccc(NC(=O)Cn2cncc2-c2ccc([N+](=O)[O-])cc2)cc1	2
O=C(Cn1c(=O)n(-c2ccccc2)c(=O)c2oc3ccccc3c21)Nc1ccccc1	65
C=CCCc1ccc(C#N)c(SCc2c(C(=O)OCC)c3cc(OC(C)=O)c(Br)cc3n2C)n1	6
COc1ccc(C(=O)NC(=S)N(CCC(C)C)c2c(N)n(Cc3ccccc3)c(=O)[nH]c2=O)cc1	4
CC1CN(C(=O)COC(=O)[C@@H]2CC(O)CN2S(=O)(=O)c2ccc3c(c2)OCCO3)CC(C)O1 (some centres not stated)	2

New compounds follow.
SMILES	CD11b adhes enh
CCOc1ccc(C2CC(=O)n3nc(C45CC6CC(CC(C6)C4)C5)nc3S2)cc1OC (configuration not stated)	-5
O=C(Nc1ccn(Cc2c(F)c(F)c(F)c(F)c2F)n1)c1cccc(Cn2cc([N+](=O)[O-])cn2)c1	-4
COc1cc2c(cc1NC(=O)c1cc(-c3ccncc3)nc3ccc(C)cc13)oc1ccccc12	78
COC(=O)c1cc(OC)c(OC)cc1NC(=S)N1CCN(C)CC1	-1
CC(C)CNC(=O)c1ccccc1NC(=O)c1ccc(CSc2ccccc2)cc1	-2
CC1(c2ccccc2)NC(=O)N(CC(=O)Nc2ccc3c(c2)OCO3)C1=O (configuration not stated)	-3
CCc1ccccc1N(CC(=O)N/N=C/c1ccc(OC(=O)OC)c(OC)c1)S(C)(=O)=O	8
COc1cc(C(C)=O)ccc1Oc1ncnc2c1cnn2-c1ccc(F)cc1	2
CCOC(=O)c1c(C)[nH]c(C(=O)CSc2nnc(-c3ccncc3)n2CC)c1C	2
COC(=O)C1=C(NC(C)=O)CCS1	-5
Cc1nnc(SCC(=O)NC2CCCCC2)n(N)c1=O	-3
COc1cccc(NC(=O)COC(=O)c2ccccc2F)c1	6
O=C(COC(=O)/C=C/c1ccco1)Nc1ncc(C(F)(F)F)cc1Cl	-3
CC1CCCCN1CC(=O)Nc1ccccc1Sc1ccccc1 (configuration not stated)	0
COc1ccccc1-c1coc2cc(OCC(=O)OCc3ccccc3)ccc2c1=O	-2
O=C(CNC(=O)Cc1ccccc1)NCC(=O)OCC(=O)c1cccc2ccccc12	1
CCCCOc1ccc(C(C)NC(=O)CCS(=O)(=O)Cc2ccccc2Cl)cc1 (configuration not stated)	8
COc1ccc(/C=C/C(=O)c2ccc3c4c(cccc24)CC3)cc1	0
Cc1ccccc1N1C(S)=C(C#N)C(=O)NC1c1cccs1 (configuration not stated)	-2
COc1ccc(Oc2nc(C(F)(F)F)nc3ccccc23)cc1	4
COc1ccc(NS(=O)(=O)c2cccc(NC(=O)CCC(=O)c3ccc(Cl)cc3)c2)cc1	-7
COc1ccc(/C=N/OCC(=O)N2CC3(C)CC2CC(C)(C)C3)cc1 (configuration not stated)	10
COc1ccc(NCC(=O)Nc2ccc(C#N)cc2)cc1Cl	0
CSc1nsc(SC)c1NC(=O)Nc1ccccn1	0
O=C(O)c1cc(-c2ccc(/C=N/Nc3ccc(Cl)cc3)o2)ccc1Cl	-8
COCCOc1cnn(-c2cc(Oc3ccc(C)cc3)ncn2)c(=O)c1Cl	-3
COc1ccccc1/C=C/C(=O)OC(C)CN1CCOCC1 (configuration not stated)	-4
Cc1ccc(NC(=O)C(C)c2ccc([N+](=O)[O-])cc2)cc1Cl (configuration not stated)	-9
COc1ccc(/C=C/C(=O)C(C(N)=O)=C2SCCS2)cc1	-4
Cc1cc(C)n(CC(O)COc2ccccc2[N+](=O)[O-])n1 (configuration not stated)	9
O=C1NCC(O)=C1C=NCCO	3
CC1CCc2c(sc3nc(CSc4ncn[nH]4)[nH]c(=O)c23)C1 (configuration not stated)	0
COc1ccc(C(=O)NC(=S)NNC(=O)c2cnccn2)cc1	5
COC(=O)c1cc(C(=O)Nc2cc(C)ccn2)cc([N+](=O)[O-])c1	0
CCCC(=O)N1CCN(c2ccc([N+](=O)[O-])c(NC(C)c3ccccc3)c2)CC1 (configuration not stated)	-5
CC(C)(C)C(=O)Nc1ccccc1C(=O)OCC(=O)c1ccc2c(c1)OCCO2	1
CCc1ccc2c(c1)C1(C(=O)N2)N2CCCC2C(C(=O)c2ccc3ccccc3c2)C12C(=O)Nc1ccccc12 (configuration not stated)	8
Cc1ccc(Cn2nc(C)c(NC(=O)CSc3nc4c(c(C(F)(F)F)n3)CCc3ccccc3-4)c2C)cc1	27
CC(=O)Nc1ccc(S(=O)(=O)NNC(=O)c2sc(=S)n(C)c2C)cc1	4
COC(=O)c1c(NC(=O)CC2SC(N)=NC2=O)sc2c1CCCC2 (configuration not stated)	-1
COc1ccc([N+](=O)[O-])cc1NC(=S)NC(NC(=O)Cc1ccc(OC)c(OC)c1)C(Cl)(Cl)Cl (configuration not stated)	10
CCn1cc(/C=N/N=C2\CCC3C4CCc5cc(O)ccc5C4CC[C@]23C)c(C)n1 (some centres not stated)	2
COCCNC(=O)CN(c1cc(Cl)ccc1OC)S(C)(=O)=O	4
Cc1cc(C)n(Cc2ccc(NC(=O)c3c([N+](=O)[O-])c(C)nn3C)cc2)n1	1
CC(C(=O)NC(=O)NC1CCCCC1)N1CCN(C(c2ccccc2)c2ccccc2)CC1 (configuration not stated)	-1
COc1ccccc1NS(=O)(=O)c1ccc(O)cc1	-4
O=C(Nc1ccc(Oc2cccnc2)cc1)c1ccccc1Cl	-2
Oc1ccc(CNCC2COc3ccccc3O2)cc1 (configuration not stated)	-4
Cc1cc(C)cc(NC(=O)COC(=O)CCCNC(=O)c2ccc(Cl)cc2)c1	3
CN1OC(COC(=O)c2ccccc2)CC1c1ccccc1 (configuration not stated)	-3
More results:
SMILES	CD11b adhes enh
NC(N)=Nc1nc(C2COc3ccccc3O2)cs1 (configuration not stated)	-3
Cc1cccc(C)c1Nc1nnc(SCc2cn3cccc(C)c3n2)s1	-2
Clc1ccc(Nc2ccc(-n3ccnc3)nn2)cc1Cl	3
O=C(C/C=N/OCc1ccc(Cl)cc1)c1cnc(-c2ccccc2)s1	-3
CCCOc1ccc(-c2c(=O)n(OCc3ccc([N+](=O)[O-])cc3)c3ccccc3[n+]2[O-])cc1	6
CCCCN(C(=O)CSc1nnc(-c2ccccc2)n1C)c1c(N)n(Cc2ccccc2)c(=O)[nH]c1=O	-3
CC1S/C(=N/N=C2CCC(C(C)(C)C)CC2)NC1=O (configuration not stated)	-4
Cc1cccc2c(C(=O)O)c3c(nc12)CCCCC3	-1
Cc1cccc(C(=O)N[C@H](C(=O)Nc2cc(S(=O)(=O)N3CCCCC3)ccc2C)C(C)C)c1	2
COc1ccc2sc3ccccc3c(=O)c2c1OC	-3
c1csc(C2Nc3cccc4cccc(c34)N2)c1	1
C=CCNC(=O)/C(C#N)=C/c1cn(-c2ccccc2)nc1-c1cccs1	5
O=c1[nH]c2ccccc2n1C1CCCCC1	-5
Cc1nc2ccc(NC(=O)c3nn(CC(C)C)c(=O)c4ccccc34)cc2s1	-1
CN1CCN(C(=S)c2ccc([N+](=O)[O-])cc2)CC1	1
CC(NC(=O)CCl)c1ccc(Cl)c(Cl)c1 (configuration not stated)	8
COc1ccc(Cc2c(O)nc[nH]c2=O)cc1	2
Cc1ccc(C(=O)N/C(=C/c2ccco2)C(=O)O)cc1	-5
CCC(CC)c1nnc(NC(=O)[C@@H](NC(=O)c2cccc(C)c2)C(C)C)s1	-1
O=C(CCc1ccccc1)NC(NC(=S)Nc1ccc(Cl)cc1)C(Cl)(Cl)Cl (configuration not stated)	-1

Copied from the list.
c1csc(C2Nc3cccc4cccc(c34)N2)c1 in CD11b adhes enh = 1
COc1ccc(Cc2c(O)nc[nH]c2=O)cc1 in CD11b adhes enh = 2

Later entries
SMILES	CD11b adhes enh
Cc1nn(C)c(Oc2ccc(Cl)cc2)c1C=O	2
O=C(NN1C(=O)C2C3C=CC(C3)[C@H]2C1=O)c1cccnc1 (some centres not stated)	1
Cc1cccc(Nc2nnc(SCC(=O)Nc3ncc(C(F)(F)F)cc3Cl)s2)c1C	7
O=C(NC1CCCC1)C(c1ccncc1)N(Cc1ccccc1)C(=O)Cc1cccs1 (configuration not stated)	-4
CC(C)(C)c1ccc(OCCNC(=O)c2ncn[nH]2)cc1	-3
COc1ccc(CCN(Cc2cccs2)S(=O)(=O)c2ccc(-n3cnnn3)c(OC)c2)cc1OC	0
CCN1/C(=C2/OC(=S)N(C)C2=O)Sc2ccccc21	-1
Cc1ccnc2nc(C(=O)N3CCN(c4ccc(F)cc4)CC3)nn12	-3
CSc1c(-c2ccccc2)nc2ccc(Cl)cc2c1C(=O)O	0
Cc1ccc(S(=O)(=O)c2nc(C)c3c(n2)CCC3)cc1	-2
COc1cccc2c(=S)c(CCC(C)=O)c(C)[nH]c12	-1
CSc1ccc(/C=N/NC(=O)CNc2cccc3ccccc23)cc1	33
CC(=O)c1cnn(-c2cc(Oc3cccc(C)c3)ncn2)c1C	-4
C/C(=N\Nc1nc2ccccc2[nH]1)c1cc2ccccc2o1	-8
COC(=O)c1cc(Cl)c(NC(=O)/C=C/c2ccc(OC)c(OC)c2)cc1OC	20
O=C(CSc1nnc(-c2ccccc2)n1-c1ccc(Cl)cc1)NC1CCS(=O)(=O)C1 (configuration not stated)	-2
COc1ccc(C)cc1NCC(=O)Nc1ccc(C(C)(C)C)cc1	3
C/C(N)=C(/C#N)C(=O)CSc1nnc(-c2ccc3c(c2)OCO3)o1	1
COC(=O)NNC(=O)C1CCC(C(=O)NNC(=O)OC)CC1 (configuration not stated)	2
